Screening results as filed in PubChem.
KDM5B inh: Primary screen for KDM5B Histone Demethylases FDH-coupled qHTS; Lysine-specific demethylase 5B (Homo sapiens), Q9UGL1; KDM5B demethylase, FDH-coupled NADH fluorescence (FDH is formaldehyde dehydrogenase); Potency, µM (doses to about 57.7 µM), inactives show at the highest dose activity change, negative = inhibition, usual class: inhibitors; 2.6% of 220,000 active; AID 1347165, 2019; active means well fitted inhibition curve with a large enough effect; inconclusive means small, poorly fitted or top-dose-only effect; inactive means no such curve, though single readings can be large or run the other way; further: 0% is about no effect; nearly all actives have a fitted effect of over 70% in size
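Compound dilutions met 200 nM (final) KDM5BΔAP for 10 min at room temperature before substrate addition. The substrate mix held 12.5 µM H3K4me3 with cofactors 25 µM α-ketoglutarate and 50 µM Fe²⁺. NADH signal gain over 30 min defined activity.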
The depositor's hits bear a star; ? = inconclusive; [ ] = dose if it differs, or a comment. Potency means the concentration at half of the fitted maximal effect.

SMILES	KDM5B inh
O=C(NC1CCN(C(=O)N2CC3CC(C2)[C@H]2CCCC(=O)N2C3)CC1)c1n[nH]c(=O)c2ccccc12 (some centres undefined)	24.9%
O=C1CCCN1c1cccc(-c2csc(-c3ccsc3)n2)c1	-16.3%
O=C(c1ccc(C(F)(F)F)cc1)N1CCN(C2CCN(Cc3ccccn3)C2=O)CC1 (centres undefined)	-20.3%
O=C(c1cccs1)N1CCCn2cc(-c3ccccc3F)nc21	-27.4%
O=C(Nc1ccccc1[N+](=O)[O-])C(F)(F)C(F)(F)C(F)(F)F	?
CN(C)CCN(Cc1ccc(F)cc1)C(=O)c1ccc(S(C)(=O)=O)cc1	-9.8%
O=C(CN1CC2CC(C1)[C@H]1CCCC(=O)N1C2)N1CCOCC1 (some centres undefined)	22.9%
Cc1nn2c(c1-c1ccccc1C(C)C)N(Cc1cccc(C(=O)O)c1)CCC2	?
O=C(COc1ccccc1)Nc1ccc2c(c1)CN(CCc1ccc(F)cc1)C(=O)CO2	-10.0%
COCc1nc(-c2ccc(OC3CCN(C(=O)CCc4ccc(OC)cc4)C3)cc2)no1 (centres undefined)	29.9%
Cc1ccc(-c2ccc3nnc(CNC(=O)c4ccoc4)n3n2)cc1C	15.8µM*
Cc1cc(-c2nc(-c3c(C)noc3C)cc3cc(C)oc23)ccn1	?
CCOc1ccc(CNC(=O)C(C)n2ncn3cccc3c2=O)cc1 (centres undefined)	-8.6%
CN1CCc2c([nH]c3ccccc23)C12CCN(C(=O)c1cccnc1)CC2	-18.2%
COCCc1ccc(OS(=O)(=O)c2c(C)c(Cl)cc(C)c2Cl)cc1	-0.8%

Entries from the list above with sulfur:
SMILES	KDM5B inh
O=C1CCCN1c1cccc(-c2csc(-c3ccsc3)n2)c1	-16.3%
O=C(c1cccs1)N1CCCn2cc(-c3ccccc3F)nc21	-27.4%
CN(C)CCN(Cc1ccc(F)cc1)C(=O)c1ccc(S(C)(=O)=O)cc1	-9.8%
COCCc1ccc(OS(=O)(=O)c2c(C)c(Cl)cc(C)c2Cl)cc1	-0.8%

(listing goes on)
SMILES	KDM5B inh
CCCC12CN3CC(C)(CN(C1)C3c1cc(Br)ccc1OCC)C2=O (centres undefined)	-0.1%
COc1ccc(-c2onc(C)c2C)cc1S(=O)(=O)N(C)Cc1ccco1	-17.3%
Cc1ccc(-n2c(C3CCN(C(=O)c4nn(C)c5ccccc45)CC3)n[nH]c2=O)cc1	11.6%
Cc1nc2ccc(C(=O)NCc3cccnc3Oc3ccccc3C)cc2[nH]1	3.3%
N#C/C(=C\c1ccc(-c2ccc(F)cc2F)o1)c1nc2ccccc2[nH]1	-1.9%
COc1ccc(OC)c2sc(N3CCN(C(=O)C4CCCCC4)CC3)nc12	8.1%
COC(=O)c1ccc(NC(=S)NCCO)cc1	-4.7%
Cc1ccc(-c2cn3c(n2)N(C(=O)c2cnccn2)CCC3)cc1	-16.9%
COCCn1nnnc1C1CC2(CCOCC2)C(=O)N1Cc1cccnc1 (centres undefined)	-20.1%
CCNC(=O)NC[C@@H]1C=C(C)[C@H](CC(=O)NCc2ccccn2)C[C@H]1C(C)C	?
N#Cc1cccnc1NCCNc1ccc2ccccc2n1	13.0%
O=C(COc1ncnc2ccccc12)NCc1ccccc1	16.4%
O=C(Cn1ccn2nc(-c3ccccc3)c(CO)c2c1=O)N1CCN(c2ccccc2)CC1	-23.4%
CC(=O)NC(C(=O)O)c1ccccc1 (centres undefined)	-0.7%
COc1cccc(-n2c(SCC(=O)Nc3nnc(C)s3)nc3c([nH]c4ccccc43)c2=O)c1	?
Cc1ccccc1OCC(=O)NCC(c1ccccc1Cl)N1CCCCC1 (centres undefined)	8.5%
COC(=O)c1cc(-c2ccc(S(=O)(=O)N3CCN(c4cc(Cl)ccc4C)CC3)s2)on1	14.0%
CCC(C)[C@H](NC(=O)NCc1ccco1)C(=O)OC (some centres undefined)	15.4%
O=C(CN1C(=O)NC2(CCS(=O)(=O)CC2)C1=O)NC1CCCCC1	-9.0%
CC(C)CCN1C(=O)CC[C@@]2(C(=O)NCc3ncc[nH]3)CCCC[C@H]12	8.5%
COc1ccc(-c2noc([C@@H]3Cc4nc[nH]c4CN3Cc3ccc(NC(C)=O)cc3)n2)cc1	?
O=C(NC1CCCC1)NC1CC(c2nnc(CO)n2C2CC2)C1 (centres undefined)	-5.8%
CNC(=O)c1ccc(NC(=O)COc2ccc(-c3nn(C)c(=O)c4ccccc34)cc2)cc1	?
COc1cc(-c2noc(-c3ncn4c3COC(c3ccc(F)cc3)C4)n2)cc(OC)c1OC (centres undefined)	-23.4%
COc1ccc(-c2onc(C)c2C)cc1S(=O)(=O)NCC1CCN(Cc2cccc(F)c2)CC1	?
Cn1c(=O)c2c(ncn2CC(O)c2ccccc2)n(C)c1=O (centres undefined)	-3.7%
Cc1ccc(CN2CCCC(CNC(=O)NC(C)C)C2)cc1C (centres undefined)	9.7%
Cc1ccc(CCC(=O)Nc2cccc3cccnc23)cc1	8.4%
CCCOc1ccc(CNC(=O)c2[nH]c3cc(OC)ccc3c2Sc2ccccc2)cc1	-19.2%
CCOC(=O)c1c(C)[nH]c(C)c1S(=O)(=O)N(C)CC(=O)Nc1cccc(Cl)c1C	4.1%
CCNc1ncnc2sc3c(c12)CCN(C(=O)COC)C3	35.5µM*
COc1ccccc1-c1cc2ccccc2oc1=O	0.3%
CC(C)CCNC(=O)Cn1ccn2nc3c(c2c1=O)CCCC3	20µM*
CC1=CC(C)(C)Nc2ccc(OC(=O)C(Sc3ccccc3)c3ccccc3)cc21 (centres undefined)	-4.5%
COc1ccccc1CNC(=O)C(=O)NCC(c1cccs1)S(=O)(=O)c1cccs1 (centres undefined)	-15.1%
O=C(Nc1ccccc1)c1ccc(CSc2ccc(C(F)(F)F)cn2)cc1	19.0%
Cc1cccc(-c2noc(CN(C)C(=O)COc3ccc4ccccc4c3Br)n2)c1	-4.2%
CCN1c2cc(C(=O)Nc3ccc(C)cc3C)ccc2C(=O)N2CCCCCC21 (centres undefined)	?
CN(C)c1oc(-c2ccco2)nc1S(=O)(=O)c1ccc2c(c1)OCCO2	-27.1%
COCCn1c(=O)c2c(n1Cc1ccccc1)CN(Cc1ccccc1O)CC2	-14.0%[86.2 µM]
Cc1ccc(-n2c(CCC(=O)O)ccc2-c2cccs2)cc1Cl	?
CN1CC2(CCN(Cc3ccc(C#N)cc3)CC2)CC(c2ccccc2)C1=O (centres undefined)	?
Cc1cccc(CN2CCC(CNC(=O)c3c(C)oc4ncnc(N5CCCCC5)c34)CC2)c1	-17.4%
Cc1nnc(-c2cc(-c3ccccc3)ccn2)n1CCN1CCOCC1	0.0%[86.2 µM]
N#C/C(=C/c1ccc(O)cc1)c1ccc(C(F)(F)F)cn1	-2.5%
COCCNc1nc(C(C)C)c2c(c1C#N)CCCC2	?
CCN(CC)S(=O)(=O)NC1CCCN(CCCc2ccccc2)C1 (centres undefined)	-18.8%
COc1ccc(C(=O)/C=C/c2cn(CC(O)CN3CCc4ccccc43)c3ccccc23)cc1 (centres undefined)	?
O=Cc1cccc(-c2ccc(F)cc2F)c1	-4.0%[230 µM]
CCN(CC)S(=O)(=O)c1ccc2c(c1)CCN2	7.2%
CN(CCO)c1ccc(C(=O)N2CCC(Oc3cccnc3)CC2)cn1	-10.6%
CCc1nc(-c2ccc(OC3CCN(Cc4cc(F)ccc4F)C3)cc2)no1 (centres undefined)	-21.7%
O=C(NCc1cccnc1)c1nc(-c2cccc(C(F)(F)F)c2)c2cnccn12	28.2µM*
Cc1noc(CC2CCOC3(CCN(Cc4ccc(F)cc4F)CC3)C2)n1 (centres undefined)	0.1%
N#Cc1cccc(COC(=O)c2c[nH]c3ccccc23)c1	22.6%
O=C(CNc1cc(Cl)ccc1N1CCOCC1)Nc1ccc(F)cc1	-11.0%
COc1ccccc1N1CCN(C(=O)Cn2c(=O)nc(-c3ccccc3)c3cc(Cl)ccc32)CC1	-10.1%
O=C1Nc2ccccc2CC12CCN(CC1CC1)C2 (centres undefined)	20.3%[86.2 µM]
CN1CCN(c2nc3c(c(=O)[nH]2)CCN(Cc2ccc(Br)s2)CC3)CC1	-13.8%
Cc1cc(C(=O)NCC2CC2)c2c(C3CCNC3)noc2n1 (centres undefined)	2.8%[149 µM]
Further compounds:
SMILES	KDM5B inh
Cc1ccc(C2=NC3(CCN(C(=O)c4ccccc4Cl)CC3)ON2)cc1	2.7%
CCSc1nc(-c2ccc(C)cc2)nc2c1COC(C)(C)C2	9.8%
CC(C)[S+](=O)([O-])N1CCN(c2ccc(Cl)nn2)C(=O)C1	-8.0%[149 µM]
CCCCCCN1CCS(=O)(=O)N(Cc2ccc(C)cc2)C(C(=O)OC)C1 (centres undefined)	-26.7%
Cc1c(C(=O)NCc2ccccc2Cl)sc2nc[nH]c(=O)c12	-14.5%
Cc1cc(C)cc(-n2ncc3c(NCC4CCCO4)ncnc32)c1 (centres undefined)	?
N#Cc1ccc(S(=O)(=O)N[C@H](Cc2ccccc2)C(=O)N2CCOCCNC(=O)CC2)cc1	-6.3%
CNS(=O)(=O)Cc1ccc(CNC(=O)NC(C)CO)cc1 (centres undefined)	4.4%
Cc1ccc(C(=O)c2c(N)c(C(=O)Nc3ccccc3Cl)c3ccccn23)cc1	3.1%
COc1ccc(C(=O)c2sc(Nc3cc(Cl)ccc3C)nc2N)cc1OC	-24.6%
Fc1ccc(-c2ccnc3nc(C4CCC4)nn23)cc1	31.6µM*
Cc1cc(C)c(CNCc2ccco2)c(C)c1	-17.5%
Cc1ccc(CN(Cc2ccco2)C(=O)c2ccccc2Cl)o1	-21.2%
COc1ccccc1CNC(=O)C1CCCN(c2nnc(-n3c(C)ccc3C)s2)C1 (centres undefined)	?
CC(=O)c1cccc(NS(=O)(=O)c2ccc(-c3ccc(C)cc3)cc2)c1	2.0%
COc1ccc2cc(C3CN(S(=O)(=O)c4cn(C)cn4)CCO3)ccc2c1 (centres undefined)	-19.8%
COc1ccc(Cn2c(CO)cnc2SCC(=O)Nc2ccc(F)cc2F)cc1	-6.3%
COC(=O)[C@@H]1Cc2c([nH]c3ccccc23)[C@H]2C[C@@H](NCCNC(C)=O)C[C@@H](c3ccccc3F)N21	?
CC(C)(C)C1=CC(O)(c2ccccc2)C=C(C(C)(C)C)C1=O	-8.8%
CC[C@H]1CN(S(=O)(=O)c2c(C)noc2C)CC[C@H]1CC(=O)N1CCC(C(=O)OC)CC1	-8.8%
COc1ccc(OCc2cc(C(=O)NC(CO)C(C)C)no2)c2ccccc12 (centres undefined)	?
O=C(NC1CCCCC1)C(c1ccco1)N(C(=O)c1csnn1)c1cccc(F)c1 (centres undefined)	4.0%
CN=C1NC(=NC)c2ccccc21	?
CCOc1ccc2cc(/C(=N/O)C3CCCCC3)ccc2c1	16.1%
CNc1ccc(OC2CCN(C(=O)CCc3nc4ccccc4[nH]3)C2)nc1 (centres undefined)	28.2µM*
O=C(CNC(=O)c1ccc(Cl)cc1)OCc1cc(=O)n2nc(C3CC3)sc2n1	-3.6%
N#Cc1cc(CN2CCCC(C(=O)Nc3cccc(-c4ccc(F)cc4)c3)C2)c[nH]1 (centres undefined)	-24.3%
COc1ccc(-c2noc([C@@H]3CCCN3C(=O)CCc3ccccc3)n2)cc1	18.9%
Cc1ccc(CNC(=O)c2c3c(nc4ccccc24)C(=O)N(C2CCCCC2)C3)cc1	-26.9%
Cn1c(C(=O)Nc2ccccc2)c(Cl)c2ccccc21	-13.5%

Reprinted from the part before: 5 compounds; new compounds follow.
SMILES	KDM5B inh
O=C(CNC(=O)c1ccc(Cl)cc1)OCc1cc(=O)n2nc(C3CC3)sc2n1	-3.6%
N#Cc1cc(CN2CCCC(C(=O)Nc3cccc(-c4ccc(F)cc4)c3)C2)c[nH]1 (centres undefined)	-24.3%
COc1ccc(-c2noc([C@@H]3CCCN3C(=O)CCc3ccccc3)n2)cc1	18.9%
Cc1ccc(CNC(=O)c2c3c(nc4ccccc24)C(=O)N(C2CCCCC2)C3)cc1	-26.9%
Cn1c(C(=O)Nc2ccccc2)c(Cl)c2ccccc21	-13.5%
CNC(=O)c1ccc(OCc2coc(-c3cccc(F)c3)n2)cc1	?
CCOCc1nc(C2CCCN(C(=O)c3cccc(C)c3)C2)no1 (centres undefined)	14.2%
CC(C)NNC(=O)c1ccccc1	22.8%
CN1CCN(C(C(=O)O)c2cn(CC(=O)O)c3cc(Cl)ccc23)CC1 (centres undefined)	10.1%
Cc1ccc(-c2ncc(NC(=O)c3cccs3)cn2)cc1	31.6µM*
CCCCCn1c(-n2nc(C)c(C)c2C)nc2c1c(=O)n(CC(=O)OC)c(=O)n2C	-19.6%
CCn1nc(CC(C)C)cc1C(=O)N(C)C1CCCN(C2Cc3ccccc3C2)C1 (centres undefined)	?
O=C1N(Cc2ccccc2F)CCOC12CCN(Cc1ccccc1)CC2	?
COc1cccc(C(=O)N2CCCCC2CCN2CCCC2)c1 (centres undefined)	6.9%
COc1ccc(NC(=O)Cn2nc3n(c2=O)CCCCC3)cc1Cl	?
CCc1ccc(OCc2nc(-c3ccc(-n4cccc4)cc3)no2)cc1	-20.9%
Cc1ccc(C(=O)N2CCC3(CC2)CC(O)CCO3)cc1 (centres undefined)	22.2%
CC(NC(=O)NOCc1ccccc1)c1ccccn1 (centres undefined)	16.2%
O=C(Cc1cccc(Cl)c1)NCc1nnc2ccc(-c3ccccc3)nn12	?
O=S(=O)(c1ccc(Cl)cc1)N1CCC2(CC1)OCCO2	13.3%
CCOc1ccccc1NC(=O)C1CCN(S(=O)(=O)c2cc(Br)cc3c2N(C(C)=O)CC3)CC1	-72.4%

An excerpt; rates above refer to the full screens.
